Screening data (PubChem BioAssay)
Yeast superoxide: caloric restriction mimetics inhibiting age-related superoxide in yeast; S. cerevisiae aged cells, superoxide DHE fluorescence; hits give low values; 0.18% of 330,000 active; superoxide response (% of plate mean), % at 10 µM; AID 2690;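 active means superoxide response under a set limit, about three screen SD below normal, cut at about 65% in these data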;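 further: yeast aged for seven days with compound at 30 °C before DHE staining; 100% = average MFI of all compound-treated wells on the plate with controls excluded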
Bcl-xL primary: inhibitors of human Bcl-xL; Q07817; GST-Bcl-xL / FITC-Bim BH3 peptide fluorescence polarization; inhibition, % at 10.9 µM; 0.7% of 320,000 active; AID 2129;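 active means inhibition above the mean of all tested compounds plus 3 SD, cutoff set per campaign, cut at about 30% in these data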;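 further: 0% = DMSO wells and 100% = unlabeled Bim-BH3 peptide competitor; inhibitors lower millipolarization by displacing the labeled peptide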
GRK2 aptamer HTS: inhibitors of human GRK2 displacing RNA aptamer. P25098. bead flow cytometry, FAM-aptamer displacement from GRK2. inhibition of aptamer binding, % at 10 µM. 0.59% of 330,000 active. AID 488847;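 active means inhibition of aptamer binding above 40%, roughly 3 SD of noise, on plates passing a quality check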;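 further: median bead fluorescence of bound FAM aptamer so fluorescent compounds give negative values; no value below 0 was filed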
MEX-5 binding: C. elegans MEX-5 TCR-2 RNA binding activity. MEX-5/FITC-TCR2 RNA binding, fluorescence polarization; hits give low values. activity score (negative = inhibition of binding), % at 10 µM. 0.38% of 300,000 active;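 active means inhibition past about -25% in most replicates, and total fluorescence under double the plate's negative control median, limit read from the data; inconclusive means replicates evenly split on the limit, or fluorescence at least double controls; inactive means too little inhibition in most replicates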;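 further: 0% = DMSO and -100% = 5 µM competing unlabeled TCR2 RNA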
MCL1-BIM inh: inhibitors of human MCL1 binding to BIM-BH3 peptide. GST-MCL1 / FITC-Bim-BH3 fluorescence polarization. inhibition, % at 10.9 µM. Q07820. 0.68% of 320,000 active. AID 2057;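 active means inhibition above the mean inhibition of all tested compounds plus 3 SD, set per campaign, cut at about 40% in these data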;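 further: 0% = DMSO wells and 100% = unlabeled Bim-BH3 peptide control; higher means more loss of mP so more displacement of Bim peptide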
VLA-4 inh: inhibition in a human VLA-4 binding assay; VLA-4 expressing cells, ligand binding flow cytometry; inhibition, % (about 7 µM as worked out from the volumes in the protocol); 0.2% of 330,000 active; AID 2557; in the data active means inhibition above about 50%
Target sequence (P13612 whole entry, looked up): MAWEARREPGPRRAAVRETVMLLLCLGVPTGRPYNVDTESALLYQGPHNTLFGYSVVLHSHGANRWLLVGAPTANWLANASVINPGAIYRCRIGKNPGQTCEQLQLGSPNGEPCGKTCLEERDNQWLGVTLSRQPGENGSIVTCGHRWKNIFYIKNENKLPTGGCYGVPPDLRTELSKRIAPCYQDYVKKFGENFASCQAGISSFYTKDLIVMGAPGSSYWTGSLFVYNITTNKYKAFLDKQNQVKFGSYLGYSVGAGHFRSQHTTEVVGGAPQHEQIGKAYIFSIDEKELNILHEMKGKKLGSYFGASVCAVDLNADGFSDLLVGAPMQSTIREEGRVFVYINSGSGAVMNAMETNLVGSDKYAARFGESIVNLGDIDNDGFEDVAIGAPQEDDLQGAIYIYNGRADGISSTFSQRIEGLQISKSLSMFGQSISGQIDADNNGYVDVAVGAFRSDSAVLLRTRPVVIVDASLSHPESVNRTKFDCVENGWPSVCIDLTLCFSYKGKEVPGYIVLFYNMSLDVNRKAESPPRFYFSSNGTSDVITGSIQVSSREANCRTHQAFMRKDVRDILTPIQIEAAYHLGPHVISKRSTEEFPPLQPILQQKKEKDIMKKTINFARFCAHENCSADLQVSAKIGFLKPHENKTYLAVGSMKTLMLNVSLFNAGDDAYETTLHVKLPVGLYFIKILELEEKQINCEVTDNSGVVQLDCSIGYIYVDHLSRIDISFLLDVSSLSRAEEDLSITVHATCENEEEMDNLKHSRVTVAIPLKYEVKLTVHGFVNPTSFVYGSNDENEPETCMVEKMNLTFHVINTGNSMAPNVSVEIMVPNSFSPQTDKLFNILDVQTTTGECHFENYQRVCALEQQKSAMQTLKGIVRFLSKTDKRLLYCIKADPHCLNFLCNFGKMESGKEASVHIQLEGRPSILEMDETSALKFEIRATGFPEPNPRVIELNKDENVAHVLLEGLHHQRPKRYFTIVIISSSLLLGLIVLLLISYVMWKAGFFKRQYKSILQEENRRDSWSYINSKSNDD
CIT2 TOR yeast: yeast TOR pathway CIT2-GFP modulation | 0.065% of 320,000 active | S. cerevisiae CIT2-GFP strain, flow cytometry, 3 h; 100 means same as DMSO wells | GFP response vs DMSO, % at 10 µM;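 active means GFP response relative to DMSO above a set limit, near the screen mean plus 3 SD, cut at about 150% in these data; inconclusive means Fewer than 70 cells measured for a yeast strain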;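 further: ratio of well median GFP fluorescence to mean of DMSO wells on the plate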
AGP1 TOR yeast: yeast TOR pathway AGP1-GFP modulation; S. cerevisiae AGP1-GFP multiplex flow cytometry, 3 h; GFP as percent of DMSO wells; GFP response vs DMSO, % at 10 µM; 0.02% of 320,000 active; AID 2066;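 active means GFP response relative to DMSO above a set limit, near screen average plus 3 SD, cut at about 150% in these data; inconclusive means fewer than 70 cells counted for the yeast strain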;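 further: median GFP channel fluorescence of the gated AGP1 strain per well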
GLD-1 RNA inh: GLD-1-TGE RNA interaction inhibition (C. elegans) | Q17339 | purified GLD-1 + fluorescein TGE RNA, fluorescence polarization | inhibition, % at 5.96 µM | 0.44% of 320,000 active | AID 2280;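 active means percent inhibition above a per-plate cutoff, the plate mean of test compounds plus 3 SD, cut at about 30% in these data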;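 further: 0% = DMSO wells with GLD-1 and probe and 100% = wells lacking GLD-1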
* marks the source's active call; other numbers are inactive results; u = inconclusive; x = not tested or not shown; [ ] = dose if it differs, or a comment. No enrichment for hits; overall some 2.1% were active at least once.

SMILES	Yeast superoxide	Bcl-xL primary	GRK2 aptamer HTS	MEX-5 binding	MCL1-BIM inh	VLA-4 inh	CIT2 TOR yeast	AGP1 TOR yeast	GLD-1 RNA inh
CCc1ccc(-c2ccc(C(=O)C(F)(F)F)[nH]2)cc1	101	5	1	0.9	6	1	100	105	7
C=C(Cl)COc1ccc2c(C)cc(=O)oc2c1	91	1	0	1.1	-4	3	100	106	4
COc1ccc(OC)c(NC(=O)C(=O)N/N=C(\C)CC(=O)Nc2ccc(Cl)cn2)c1	107	5	0	3.0	3	9	94	95	0
CCc1cc(=O)oc2cc(OCC(=O)N(CC)CC)c(Cl)cc12	101	-4	0	-1.1	-5	2	98	101	9
C#CCNC(=O)C1=C[C@@H](c2ccccc2)C[C@@H](OCc2ccc(CO)cc2)O1	91	2	1	1.7	3	28	112	91	-1
COc1ccc(-c2csc(NC(=S)NC(=O)c3cc4ccccc4o3)n2)cc1Br	106	8	0	0.5	9	-6	104	99	-2
Cc1c(C)n2c(SCC(=O)NC3CCCC3)nnc2[nH]c1=O	88	2	4	2.6	3	1	89	103	-2
Cc1cccc(C)c1-n1nnnc1C(C)(C)N1CCN(N=O)CC1	111	3	5	1.3	5	-1	79	94	0
O=C(COc1ccc(S(=O)(=O)N2CCCC2)cc1)N1CCCCC1	107	2	3	-4.7	-1	33	95	99	1
O=S(=O)(c1cccs1)N1CCC(CO)(Cc2ccc(Cl)cc2)CC1	106	0	3	0.9	-3	-4	93	96	-1
CC(C)NC(=O)Cn1c(SCC(=O)c2ccc(F)cc2)nc2ccccc21	97	2	1	1.4	0	6	105	108	-3
Cc1cc(C)c(N(C(=O)Cn2nnc3ccccc32)C(C(=O)NC(C)(C)C)c2ccsc2)c(C)c1 (centres undefined)	96	2	0	0.1	2	13	100	105	2

Just GRK2 aptamer HTS, GLD-1 RNA inh and Yeast superoxide, for some of the entries so far:
Structure	GRK2 aptamer HTS	GLD-1 RNA inh	Yeast superoxide
O=C(COc1ccc(S(=O)(=O)N2CCCC2)cc1)N1CCCCC1	3	1	107
O=S(=O)(c1cccs1)N1CCC(CO)(Cc2ccc(Cl)cc2)CC1	3	-1	106

Reformatted field by field: part of the list above.
CCc1ccc(-c2ccc(C(=O)C(F)(F)F)[nH]2)cc1
  Yeast superoxide = 101
  Bcl-xL primary = 5
  GRK2 aptamer HTS = 1
  MEX-5 binding = 0.9
  MCL1-BIM inh = 6
  VLA-4 inh = 1
  CIT2 TOR yeast = 100
  AGP1 TOR yeast = 105
  GLD-1 RNA inh = 7

C=C(Cl)COc1ccc2c(C)cc(=O)oc2c1
  Yeast superoxide = 91
  Bcl-xL primary = 1
  GRK2 aptamer HTS = 0
  MEX-5 binding = 1.1
  MCL1-BIM inh = -4
  VLA-4 inh = 3
  CIT2 TOR yeast = 100
  AGP1 TOR yeast = 106
  GLD-1 RNA inh = 4

COc1ccc(OC)c(NC(=O)C(=O)N/N=C(\C)CC(=O)Nc2ccc(Cl)cn2)c1
  Yeast superoxide = 107
  Bcl-xL primary = 5
  GRK2 aptamer HTS = 0
  MEX-5 binding = 3.0
  MCL1-BIM inh = 3
  VLA-4 inh = 9
  CIT2 TOR yeast = 94
  AGP1 TOR yeast = 95
  GLD-1 RNA inh = 0

CCc1cc(=O)oc2cc(OCC(=O)N(CC)CC)c(Cl)cc12
  Yeast superoxide = 101
  Bcl-xL primary = -4
  GRK2 aptamer HTS = 0
  MEX-5 binding = -1.1
  MCL1-BIM inh = -5
  VLA-4 inh = 2
  CIT2 TOR yeast = 98
  AGP1 TOR yeast = 101
  GLD-1 RNA inh = 9

More records follow.
SMILES	Yeast superoxide	Bcl-xL primary	GRK2 aptamer HTS	MEX-5 binding	MCL1-BIM inh	VLA-4 inh	CIT2 TOR yeast	AGP1 TOR yeast	GLD-1 RNA inh
CC(OC(=O)CN1C(=O)c2ccccc2C1=O)C(=O)NC1CCCCC1 (centres undefined)	105	2	0	2.0	0	4	109	111	-4
O=C(O)c1cc(S(=O)(=O)N2CCCCC2)sc1Cl	107	3	1	2.4	29	20	95	97	-2
O=C1/C(=C/c2ccncc2)SC(=S)N1Nc1ccccc1	89	14	4	-4.3	7	11	95	102	-2
COc1cc2c(cc1OC)C(C)N(CC(=O)Nc1ccc(S(=O)(=O)N3CCCC3)cc1)CC2 (centres undefined)	100	2	0	-0.5	-5	11	109	112	2
CC(=O)Nc1ccccc1/C=C/c1ccc2c(C)ccc(O)c2n1	96	7	0	-0.4	14	23	106	97	-1
O=C(O)c1ccc2cccnc2c1O	87	6	0	-15	4	8	102	99	1
CCOC(=O)C1CCN(C(=O)CNC(=O)c2nn(-c3ccc(OC)c(OC)c3)c(=O)c3ccccc23)CC1	105	9	2	-1.3	1	21	99	99	0
c1ccc(-n2cnnc2SCc2cn3cccnc3n2)cc1	93	0	0	2.6	-3	-3	106	109	6
COc1ccc(NC(=O)CCc2nnc3ccc(N4CCC(C)CC4)nn23)cc1	95	3	2	x	7	-7	98	92	3
FC(F)(F)c1nc2ccccc2c2nc3ccccc3n12	138	2	0	1.5	-11	-2	106	93	-2
Cc1ccc(-n2nc(-c3ccco3)cc2C(=O)O)cc1	116	9	0	-5.9	25	5	98	104	1
Cc1cc(=O)n2c3ccccc3n(CC(O)CN3CCOCC3)c2c1C#N (centres undefined)	102	3	0	1.3	0	16	91	97	1
Cc1[nH]c2ccccc2c1/C=N/NC(=O)Cc1cccs1	96	4	0	-1.1	6	2	101	107	-6
O=C(C[C@@H]1C/C=C/CC[C@@H](Cc2ccc(F)cc2)C(=O)OC[C@H](Cc2ccccc2)NC1=O)N[C@H](CO)Cc1ccccc1	95	x	2	x	x	6	105	110	2
O=C(COc1cc2oc(=O)c3c(c2cc1Cl)CCC3)Nc1cccnc1	99	6	19	-0.4	1	4	100	94	4
CC1Cc2ccccc2N1C(=O)CSc1nn2c(=O)c(C(C)(C)C)nnc2s1 (centres undefined)	125	-4	7	2.9	-6	2	89	103	3
Oc1c(C(c2ccc(F)cc2)N2CCc3ccccc3C2)sc2ncnn12 (centres undefined)	86	-4	0	0.7	-4	9	105	101	4
CCOc1ccc(CCNC(=O)C2CCN(S(=O)(=O)CC)CC2)cc1OCC	101	3	0	-0.8	-3	-2	106	108	-1
Cc1cccc(NC(=O)COc2coc(CN3CCc4ccccc4C3)cc2=O)c1	107	5	4	0.9	1	4	94	97	3
CCCC(=O)Nc1c(C(=O)OCC)oc2ccccc12	86	2	1	1.6	2	6	92	53	5
CC(=O)Nc1ccccc1NC(=O)C/C(C)=N/NC(=O)c1ccccn1	110	1	0	1.4	8	11	98	93	-3
CC(C(=O)NCCCc1ccccc1)n1cccc1C(=O)c1ccccc1 (centres undefined)	98	2	21	1.6	2	-6	97	103	4
CCc1c(C(=O)NNC(=S)Nc2ccc(S(=O)(=O)Nc3ncccn3)cc2)csc1C	87	5	2	-48*	16	10	95	95	0
O=c1[nH][nH]c(C(F)(F)F)c1C=Nc1ccccc1Cl	125	3	5	-0.1	4	-3	99	100	5

Some of the entries so far, in CSV form:
Molecule,Yeast superoxide,Bcl-xL primary,GRK2 aptamer HTS,MEX-5 binding,MCL1-BIM inh,VLA-4 inh,CIT2 TOR yeast,AGP1 TOR yeast,GLD-1 RNA inh
Cc1c(C)n2c(SCC(=O)NC3CCCC3)nnc2[nH]c1=O,88,2,4,2.6,3,1,89,103,-2
Cc1cccc(C)c1-n1nnnc1C(C)(C)N1CCN(N=O)CC1,111,3,5,1.3,5,-1,79,94,0
O=C(COc1ccc(S(=O)(=O)N2CCCC2)cc1)N1CCCCC1,107,2,3,-4.7,-1,33,95,99,1

Other results:
SMILES	Yeast superoxide	Bcl-xL primary	GRK2 aptamer HTS	MEX-5 binding	MCL1-BIM inh	VLA-4 inh	CIT2 TOR yeast	AGP1 TOR yeast	GLD-1 RNA inh
O=S(=O)(Nc1ccc(Cc2ccncc2)cc1)c1ccc(Br)cc1	111	-1	1	2.6	6	-78	90	96	-4
C=CCC1(CC=C)CCCN1C(=O)c1cc(COc2ccc(F)c(F)c2)on1	96	-5	0	-1.1	-2	5	97	103	6
COc1cc2c(cc1OC)CN(S(=O)(=O)c1cccs1)CC2	104	-3	2	-2.4	-9	10	95	95	2
N/N=C(\c1ccccc1)C12CN3CN(CN(C3)C1)C2	99	2	0	0.9	4	2	103	98	-3
Cc1cc2cc(C(c3nnnn3Cc3ccco3)N3CCc4ccccc4C3)c(=O)[nH]c2cc1C (centres undefined)	98	18	17	-0.8	25	-14	94	92	0
CCOC(=O)C1(Cc2cccc(OC)c2)CCN(Cc2cccc(OC)c2OC)CC1	97	-4	1	0.6	5	3	109	102	8
Fc1ccccc1-c1csc(=Nc2cccnc2)n1CC1CCCO1 (centres undefined)	96	2	2	-0.6	5	4	99	102	6
COc1ccc(S(=O)(=O)N/N=C\c2ccc3c(c2)OCO3)cc1	99	3	2	3.2	-8	9	u	25[may fluoresce violet]	0
COc1cc([N+](=O)[O-])ccc1NC(=O)Nc1ccc(C(=O)N2CCCC2)cc1	113	1	6	-1.8	-3	-3	95	95	3
Cn1c(N)c(C(=O)COC(=O)COc2ccc3ccccc3c2)c(=O)n(C)c1=O	127	-2	0	1.7	-8	10	87	102	-9
O=C(NCc1cccs1)C(=O)NCC1OCCCN1S(=O)(=O)c1cccs1 (centres undefined)	103	7	3	2.9	11	7	104	102	3
Cc1ccc(OCC(=O)Nc2cccc(S(=O)(=O)N3CCCCC3)c2)c([N+](=O)[O-])n1	100	0	0	0.6	2	0	90	99	2
Clc1ccc(-c2ccnc(Oc3ccc4ccccc4c3)n2)cc1	80	0	1	-0.5	3	-7	112	101	-1
CCOC(=O)/C=C/C(=O)OCC(=O)Nc1ccc([N+](=O)[O-])cc1	80	-6	11	-1.4	-12	15	94	92	-5
N#Cc1ccccc1COC(=O)c1cccc(S(=O)(=O)N2CCCC2)c1	104	x	0	x	x	2	110	107	0
CC(C)CC(O)C1CCN(C(=O)CCc2nnc(-c3ccccc3)o2)CC1 (centres undefined)	91	3	0	0.9	-1	7	107	109	3
O=C(Nc1nnc(-c2ccco2)s1)C1CCCCC1	98	8	4	0.0	12	-7	94	92	-3
O=C(NCCc1ccc(OC(F)F)cc1)C1CC(=O)N(c2ccc3c(c2)OCCO3)C1 (centres undefined)	101	-4	0	x	-12	-5	99	97	4
C=CCOc1ccc(/C=C2\SC(=S)N(NS(=O)(=O)c3ccccc3)C2=O)cc1	103	13	3	-1.2	27	2	93	99	-4
O=C(c1ccc2c(c1)OCO2)C1CCCN(C(=O)c2cnn(Cc3ccccc3)c2)C1 (centres undefined)	104	8	0	0.4	-3	2	89	111	0
Cn1cccc1Cc1nnc(SCC(=O)NCc2ccc(F)cc2)n1-c1ccc(F)cc1	101	-2	1	1.9	-3	7	98	100	4
C[N+](C)(C)CC=O	105	6	0	x	-1	-8	78	88	4
Cc1cc(NC(=O)CCC(=O)N(CC(=O)NC2CCCC2)c2ccc(C)c(F)c2)no1	104	7	1	-0.9	-6	-4	109	93	1
CCCn1c(SCC(=O)Nc2cc(S(=O)(=O)N(C)C)ccc2OC)n[nH]c1=O	95	-6	4	0.7	1	3	94	113	7
CCN(CC)CCCNC(=O)CC1Oc2ccc(C)cc2NC1=O (centres undefined)	98	-1	0	0.2	2	4	100	103	-2
Cc1ccc(C(=O)NC(=S)NCc2ccccc2)cc1	94	7	0	0.8	8	8	91	94	7
